D3 antag: D3 dopamine receptor (human) antagonism. P35462. D3R cells, DiscoveRx beta-arrestin luminescence, antagonist mode; stronger effect = lower value. max response, negative = inhibition, %. 360,000 tested, 2.5% active. AID 652054; in the data active means max response below about -50%; inconclusive means no clear call, values can overlap the other calls; further: on the % scale 0 is the no-effect control and ±100 the full control effect; mostly tested at two doses, the higher about 12 µM
Target sequence (P35462 whole entry, looked up): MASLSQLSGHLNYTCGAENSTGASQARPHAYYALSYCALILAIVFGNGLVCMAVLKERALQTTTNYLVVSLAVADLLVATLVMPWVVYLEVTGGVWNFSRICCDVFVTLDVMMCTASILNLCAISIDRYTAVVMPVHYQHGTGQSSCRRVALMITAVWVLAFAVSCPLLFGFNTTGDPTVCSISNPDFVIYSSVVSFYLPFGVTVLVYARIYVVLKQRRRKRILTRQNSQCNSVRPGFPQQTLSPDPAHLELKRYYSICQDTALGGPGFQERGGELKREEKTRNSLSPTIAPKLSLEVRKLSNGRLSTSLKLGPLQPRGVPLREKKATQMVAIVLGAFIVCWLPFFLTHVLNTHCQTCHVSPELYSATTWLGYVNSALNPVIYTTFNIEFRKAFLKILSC
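Cells plated overnight at 1500 cells/well, then exposed to library compounds with dopamine controls for 90 minutes at 37 degrees C. DiscoveRx reagent added for 30–60 minutes at room temperature; luminescence read, quantitative HTS format.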
HEK293 tox: cytotoxicity counter-screen for GLP-1 receptor inverse agonists | HEK293 cAMP-luciferase reporter cells, luminescence, 24 h | Potency, µM (top dose mostly 38.3 µM), without a hit: top-dose activity change, negative = inhibition, hits mostly inhibitors | 410,000 tested, 0.13% active;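 further: loss of luciferase light is scored as toxicity; potency means the concentration at half of the fitted maximal effect; on the % scale 0 is the no-effect control and ±100 the full control effect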
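1536-well qHTS counterscreen of the MLSMR; 200 cells/uL, 12 h pre-incubation, 23 nL cpd, 24 h at 37 deg C 5% CO2, luciferase detection reagent, 12 min RT, luminescence. Inhibition = undesired.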
IL-2 act: activators of IL-2; IL-2 activation reporter assay, cell-based qHTS; stimulated with anti-CD3/CD4/CD28 beads; in transgenic mouse T cells; activation, % (series mostly up to about 46 µM); 360,000 tested, 0.065% active; AID 652025; in the data active means activation above about 50%; inconclusive means mostly about 30% to 49%; further: 0% is about no effect
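Using fluorescent plate cytometry, EGFP and DsRed are detected in transgenic mouse T cells stimulated 18 h at 37 degrees C with antibody-coated beads after 60 min compound pretreatment.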
WRN helicase inh: blocks human WRN helicase; Potency, µM (doses to about 114 µM), inactives show top-dose activity change, negative = inhibition, hits mostly inhibitors; 360,000 tested, 0.46% active; WRN helicase unwinding, fluorescent forked duplex, kinetic; Q14191; further: potency means the concentration at half of the fitted maximal effect; on the % scale 0 is the no-effect control and ±100 the full control effect; nearly all actives have a fitted effect of over 55% in size
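Fluorescence dequenching readout, ex 525 nm/em 598 nm, kinetic mode: forked duplex DNA (100 nM final) with adjacent fluorophore and quencher unwound by WRN (20 nM final) with 2 mM ATP. Compound preincubation 15 min, room temperature.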
PI5P4K alpha inh: PI5P4K alpha (human) kinase inhibition; PI5P4Kalpha enzyme, ADP-Glo luminescence, 60 min; stronger effect = lower value; max response, %; 330,000 tested, 1.2% active; AID 652105; active means max response of -50% or lower; inconclusive means between -30% and -50%; inactive means -30% or higher; further: value at the top dose of about 77 µM; on the % scale 0 is the no-effect control and ±100 the full control effect
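qHTS, 1536-well: enzyme/substrate mix, compound by pin tool, 5 microM ATP final; RT 60 min; ADP-Glo reagents 1 (45 min) then 2 (30 min); luminescence.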
GLP-1R agonist: activates the human GLP-1 receptor. P43220. HEK293 GLP-1R CRE-luciferase, luminescence, 4-6 h; cells express a hypersensitive GLP-1R form. Potency, µM (series often up to 45.6 µM), without a hit: at the top dose activation, actives largely listed as activators. 380,000 tested, 0.007% active. AID 624172; further: potency means the concentration at half of the fitted maximal effect; % of control where 0% means no effect
GLP1R inv ag: inverse agonists of human GLP-1 receptor. P43220. HEK293 GLP-1R CRE-luciferase, luminescence, 24 h; GLP-1R form is constitutively active. Potency, µM (highest dose often 38.3 µM), for inactives: top-dose activity change, negative = inhibition, hits mostly inhibitors. 410,000 tested, 1.6% active. AID 624417; further: potency means the concentration at half of the fitted maximal effect; on the % scale 0 is the no-effect control and ±100 the full control effect; nearly all actives have a fitted effect of over 55% in size
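qHTS in 1536-well format: reporter HEK293 cells expressing constitutive GLP-1R activity in DMEM + 10% Nu serum, 24 hr with compounds at 37 deg C, luminescence read after 12 min with detection reagent.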
DRD3 agonist: D3 dopamine receptor (human) agonism | P35462 | D3R DiscoveRx beta-arrestin cells, luminescence, 90 min | max activation, % | 410,000 tested, 0.58% active | AID 652048; in the data active means max activation above about 30%; further: 0% is about no effect; mostly tested at two doses, the higher about 12 µM
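Agonist mode: compounds and dopamine controls were applied to plated cells for 90 min at 37 degrees C after an overnight attachment at 1500 cells/well. Luminescent read-out followed 30 - 60 minutes at room temperature with DiscoveRx detection reagent.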
PLK1 PBD block: blocks phosphopeptide binding to human PLK1 polo-box domain. Potency, µM, for inactives: max response, negative = inhibition, actives largely listed as inhibitors. 360,000 tested, 2.8% active. P53350. Plk1 PBD binding of FITC phosphopeptide, fluorescence polarization. AID 720504; further: potency means the concentration at half of the fitted maximal effect; series mostly up to about 57 µM; on the % scale 0 is the no-effect control and ±100 the full control effect; nearly all actives have a fitted effect of over 65% in size
Target sequence (P53350 whole entry, looked up, the tested form may be a part): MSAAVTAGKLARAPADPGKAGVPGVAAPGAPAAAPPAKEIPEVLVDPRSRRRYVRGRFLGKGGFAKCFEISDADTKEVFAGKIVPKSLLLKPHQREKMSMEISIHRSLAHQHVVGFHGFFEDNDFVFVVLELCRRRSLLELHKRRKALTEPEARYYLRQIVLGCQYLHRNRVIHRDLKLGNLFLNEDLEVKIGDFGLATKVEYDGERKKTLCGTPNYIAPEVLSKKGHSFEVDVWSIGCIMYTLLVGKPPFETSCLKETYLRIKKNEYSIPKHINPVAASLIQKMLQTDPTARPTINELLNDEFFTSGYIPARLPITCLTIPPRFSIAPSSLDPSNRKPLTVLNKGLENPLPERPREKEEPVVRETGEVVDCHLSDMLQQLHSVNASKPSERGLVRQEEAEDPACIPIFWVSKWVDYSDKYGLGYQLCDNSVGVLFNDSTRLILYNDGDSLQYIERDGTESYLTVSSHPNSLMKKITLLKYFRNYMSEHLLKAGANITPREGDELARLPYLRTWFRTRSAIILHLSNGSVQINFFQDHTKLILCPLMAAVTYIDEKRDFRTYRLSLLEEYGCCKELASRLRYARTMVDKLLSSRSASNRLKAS
Numbers without * were called inactive; ? = inconclusive; · = no result given; & = joins results of further samples; [ ] = remark or other dose. Unless noted, the call rests on the fitted dose curve; in most records, active means well fitted curve in the direction sought with a large enough effect; inconclusive means small, poorly fitted or top-dose-only effect, or another doubt; inactive means no such curve, though single readings can be large; an effect the other way counts as inactive or inconclusive.

SMILES	D3 antag	HEK293 tox	IL-2 act	WRN helicase inh	PI5P4K alpha inh	GLP-1R agonist	GLP1R inv ag	DRD3 agonist	PLK1 PBD block
CCOC(=O)C1CCN(Cc2ccc(OCc3ccccc3)cc2)CC1	-19	-10%	-0.3	1%	8	1%	?	-11	0%
CC(C)[C@H](NC(=O)c1cccc(S(=O)(=O)N2CCOCC2)c1)C(=O)OCC(=O)Nc1cccc(Br)c1	5	-2%	0.2	-1%	-6	6%	4%	5	0%
O=C(NNC(=O)c1ccc([N+](=O)[O-])cc1Cl)c1ccncc1	-27	0%	4.1	-5%	-7	0%	3%	3	-7%
COc1ccc(OCCOC(=O)Nc2ccccc2)cc1	6	-12%	-1.8	7%	4	12%	-18%	-7	-4%
C[C@H]1CN([C@@H](C)CO)C(=O)c2cc(NC(=O)Cc3ccccc3)ccc2O[C@H]1CN(C)Cc1ccccc1	32	-2%	-0.3	-5%	-2	11%	-4%	14	-5%
CCN(CC)C(=O)C(=O)N/N=C/c1cccc(Br)c1	7	3%	-0.4	12%	3	0%	14%	-3	0%
Clc1ccc(-c2ncc3ccccn23)cc1	0	-4%	0.0	11%	1	20%	-12%	-5	-10%
CC(=O)c1ccc(OCC(O)CN2CCc3ccccc3C2)cc1 (centres undefined)	-84*	0%	0.1	0%[57.1 µM]	-1	2%	?	-17	-9%
O=C(CSc1ccc([N+](=O)[O-])cn1)Nc1ccc2c(c1)OCCO2	-3	-13%	-0.5	0%	1	12%	5%	1	-16%
O=C(O)c1ccc(N/N=C/c2ccncc2)cc1	4	-10%	-1.5	-4%	-4	-2%	-10%	1	4%
c1ccc(-c2noc(-c3ccno3)n2)nc1	14	-17%	0.8	15%	2	8%	10%	2	-2%
CCn1nc(C)c(/C=N/NC(=O)Cn2nnc(N)n2)c1C	-3	12%	0.9	0%	-4	-1%	3%	1	-12%
O=C1C2C(C(=O)N1/N=C/c1cccc([N+](=O)[O-])c1)C1C=CC2C12CC2 (centres undefined)	-6	-4%	9.6	-19%[57.1 µM]	-9	-3%	31%[activator]	-3	-7%
Cc1cc(-c2ccc([N+](=O)[O-])cc2)nc2ccccc12	-11	12%	-1.4	-8%	12	5%	-9%	4	-10%
Cc1ccnc(NC(=O)c2cc3cc(F)ccc3s2)c1	2	12%	-0.8	8%[57.1 µM]	-22	5%	?	-12	?
CCc1nnc(NS(=O)(=O)c2ccc(NC(=O)/C=C/c3ccc(OC)cc3OC)cc2)s1	0	8%	-0.3	?	?	2%	7%	-1	?
Fc1ccccc1-c1nnc2c3ccccc3nc(N3CCOCC3)n12	2	1%	2.0	-2%	2	4%	-7%	2	1%
COc1ccccc1NC(=O)CSc1nnc(C)o1	-9	-2%	-2.9	8%	-1	-3%	9%	-10	-2%
CNC(=O)COc1coc(CN2CCN(c3ccccc3F)CC2)cc1=O	-9	-14%	-3.0	4%	-6	-3%	15%	-13	-8%
COC(=O)Cn1cnc2c(Cl)nc(F)nc21	0	-8%	0.6	-4%	1	-2%	0%	6	-3%
Cc1cc(/C=C(/C#N)c2nc3ccccc3[nH]2)c(C)n1-c1cc(C(=O)O)cc(C(=O)O)c1	-25	-17%	-1.2	45µM*	-79*	3%	9%	2	?
Cc1ccc(S(=O)(=O)N(C)C)cc1NC(=O)COC(=O)CNC(=O)c1cccs1	0	3%	-1.1	-17%	6	6%	16%	-10	1%
CCOc1cccc(-c2c(C(=O)N/N=C(\C)c3ccncc3)nnn2-c2nonc2N)c1	-3	-16%	-3.6	0%	-5	6%	?	4	-8%
CCC(C)[C@H](NC(=O)OC(C)(C)C)C(=O)N/N=C/C1=Cc2ccccc2OC1 (some centres undefined)	13	-19%	-3.0	-10%	·	-5%	?	13	-2%
CC(=O)Nc1cccc(OCCCNC(=O)c2ccc(C(C)(C)C)cc2)c1	-7	-31%	0.4	3%	1	17%	?	4	0%

At a glance, four of the compounds above:
SMILES	D3 antag	HEK293 tox	IL-2 act	WRN helicase inh	PI5P4K alpha inh	GLP-1R agonist	GLP1R inv ag	DRD3 agonist	PLK1 PBD block
Cc1ccc(S(=O)(=O)N(C)C)cc1NC(=O)COC(=O)CNC(=O)c1cccs1	0	3%	-1.1	-17%	6	6%	16%	-10	1%
CCOc1cccc(-c2c(C(=O)N/N=C(\C)c3ccncc3)nnn2-c2nonc2N)c1	-3	-16%	-3.6	0%	-5	6%	?	4	-8%
CCC(C)[C@H](NC(=O)OC(C)(C)C)C(=O)N/N=C/C1=Cc2ccccc2OC1 (some centres undefined)	13	-19%	-3.0	-10%	·	-5%	?	13	-2%
CC(=O)Nc1cccc(OCCCNC(=O)c2ccc(C(C)(C)C)cc2)c1	-7	-31%	0.4	3%	1	17%	?	4	0%

The list continues:
SMILES	D3 antag	HEK293 tox	IL-2 act	WRN helicase inh	PI5P4K alpha inh	GLP-1R agonist	GLP1R inv ag	DRD3 agonist	PLK1 PBD block
CCn1cc(C2Nc3ccccc3C(=O)N2O)c(C)n1 (centres undefined)	33	2%	0.8	-19%	-6	-2%	18%	-3	-9%
COc1ccc(F)cc1C(=O)COC(=O)c1n[nH]c(=O)c2ccccc12	7	0%	-0.6	4%	-3	2%	-6%	6	0%
O=C1/C(=C/c2cccc(F)c2)SC(=S)N1NS(=O)(=O)c1ccccc1	3	?	0.0	-21%	?	-2%	?	12	?
COc1ccc(OC)c(S(=O)(=O)Nc2cc(C)on2)c1	26	-6%	-1.1	6%	0	-3%	20%	14	2%
O=C(c1cnn2c(C(F)(F)F)cc(-c3ccccc3)nc12)N1CCCCC1c1cccnc1 (centres undefined)	-13	6%[0.307 µM]	7.2	7%	-1	11%	-6%[0.307 µM]	-21	-13%
COc1ccc(NC(=O)Nc2ccccc2SC)cc1	7	6%	1.7	-1%	2	17%	-18%	1	?
Cc1cc(NS(=O)(=O)c2ccc(NC(=O)CN3C(=O)c4ccccc4C3=O)cc2)nc(C)n1	18	3%	0.4	-8%	·	0%	4%	-10	2%&-3%
Cc1ccc(NC(=O)CSc2cc(=O)n(C)c3ccc(Cl)cc23)c(Br)c1	·	0%	·	·	·	-1%	14%	-7	·
Cc1ccc(NC(=O)C2CCCN(c3cnccn3)C2)c(C)c1 (centres undefined)	43	-6%&4%	0.4	-1%	2	0%	-5%&2%	7&5	1%
CC(OC(=O)CN1C(=O)NC2(CCCC2)C1=O)c1ccc(F)cc1 (centres undefined)	4	-3%	-0.2	-2%	9	-5%	?	5	-2%
Cc1ccc(OCC(=O)N2CCN(C(=O)c3ccco3)CC2)cc1	12	2%	-0.3	-2%	-11	-3%	4%	5	-12%
COc1ccccc1CN(C)C(=O)C1COc2ccccc2O1 (centres undefined)	17	2%	-3.1	2%	·	14%	4%	18	-6%
CC1(c2ccccc2)NC(=O)N(CC(=O)NNC(=O)c2ccccc2)C1=O (centres undefined)	-4	0%	-1.4	-7%	4	6%	2%	-2	0%
O=C(Nc1ccccc1F)c1oc2ccccc2c1NC(=O)C12CC3CC(CC(C3)C1)C2	·	4%	·	·	·	1%	0%	-6	·
O=C(Nc1ccc(N2CCOCC2)cc1)c1cc(-c2ccncc2)nc2ccccc12	33	1%	-1.2	-6%	11	-1%	28%	0	-16%
CC(=O)c1cccc(-c2cnc3c(NC=O)cc(-c4ccc(C(=O)N5CCOCC5)cc4)cn23)c1	91	-1%	-0.8	5%[57.1 µM]	-3	?	1%	3	-16%
CCC(C)n1c(SC(C)C#N)nc2ccccc2c1=O (centres undefined)	18	-7%	-2.2	3%	·	7%	-2%	-13	-3%
Cc1ccccc1Cn1cc(S(=O)(=O)c2ccc(Cl)cc2)c(=O)c2cc3c(cc21)OCO3	·	2%	·	·	·	-2%	4%	-13	·
Cc1ccc(NS(=O)(=O)c2ccc(NC(=O)c3ccc(Br)o3)cc2)c(C)c1	-13	?	-1.9	-9%	0	-2%	?	-13	-5%
O=C1[C@@H]2Cc3c([nH]c4ccccc34)CN2C(=O)CN1CCCO	-13	20%	-3.2	-1%	0	1%	9%	-3	-1%
O=C(COC(=O)c1ccc(O)cc1)Nc1ccc(S(=O)(=O)N2CCOCC2)cc1	-14	3%	0.7	9%	0	-1%	10%	-1	1%
O=C1CN(C(=O)COc2ccc([N+](=O)[O-])cc2Cl)c2ccccc2N1	-28	-1%	0.4	10%	-7	-2%	-15%	3	-1%
O=C(CCNC(=O)c1ccc([N+](=O)[O-])cc1)Nc1nccs1	-7	-7%	-0.3	6%	-5	-7%	8%	-14	0%

Compound profiles, from the list above. Values in the order: D3 antag	HEK293 tox	IL-2 act	WRN helicase inh	PI5P4K alpha inh	GLP-1R agonist	GLP1R inv ag	DRD3 agonist	PLK1 PBD block
Listed for Cc1ccccc1Cn1cc(S(=O)(=O)c2ccc(Cl)cc2)c(=O)c2cc3c(cc21)OCO3 → ·	2%	·	·	·	-2%	4%	-13	·
Listed for O=C1/C(=C/c2cccc(F)c2)SC(=S)N1NS(=O)(=O)c1ccccc1 → 3	?	0.0	-21%	?	-2%	?	12	?

High-throughput results deposited in PubChem BioAssay by National Center for Advancing Translational Sciences (NCATS).
